Screens (PubChem)
DT40 TDP1 no CPT: qHTS for Inhibitors of human tyrosyl-DNA phosphodiesterase 1 (TDP1): qHTS in cells in absence of CPT. Potency, µM (top dose mostly 46.2 µM), for the others: top-dose activity change, negative = growth inhibition, usual class: inhibitors. DT40 Tdp1-/- hTDP1 cells, no CPT, ATP luminescence, 48 h. 420,000 tested, 15% active; note: nearly all actives have a fitted effect of over 55% in size
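Luminescent ATP content (CellTiter-Glo) served as the growth readout. Knockout chicken DT40 cells expressing human TDP1 were exposed to compounds without camptothecin for a minimum 48 hr at 37 °C.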
TDP1 cell CPT: growth inhibition of DT40 Tdp1-/-;hTDP1 cells with camptothecin (screen for TDP1 inhibitors); 420,000 tested, 12% active; chicken DT40 Tdp1-/-;hTDP1 cells + 20 nM CPT, ATP luminescence, 48 h; Potency, µM (doses to about 46.2 µM), for inactives: at the top dose activity change, negative = growth inhibition, most hits filed as inhibitors; note: nearly all actives have a fitted effect of over 55% in size
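Chicken DT40 Tdp1-/- cells stably complemented with human TDP1 were seeded at 400 cells/well in medium containing 20 nM camptothecin, exposed to pin-transferred compounds, and grown at 37 °C for at least 48 hr. Viability was read as ATP luminescence.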
TDP1 block: blocks human tyrosyl-DNA phosphodiesterase 1; AID 485290; Q9NUW8; 350,000 tested, 0.28% active; recombinant TDP1, AlphaScreen DNA substrate cleavage; Potency, µM (series often up to 130 µM), for inactives: at the highest dose activity change, negative = inhibition, actives largely listed as inhibitors; note: nearly all actives have a fitted effect of over 40% in size
Target sequence (Q9NUW8 whole entry, looked up): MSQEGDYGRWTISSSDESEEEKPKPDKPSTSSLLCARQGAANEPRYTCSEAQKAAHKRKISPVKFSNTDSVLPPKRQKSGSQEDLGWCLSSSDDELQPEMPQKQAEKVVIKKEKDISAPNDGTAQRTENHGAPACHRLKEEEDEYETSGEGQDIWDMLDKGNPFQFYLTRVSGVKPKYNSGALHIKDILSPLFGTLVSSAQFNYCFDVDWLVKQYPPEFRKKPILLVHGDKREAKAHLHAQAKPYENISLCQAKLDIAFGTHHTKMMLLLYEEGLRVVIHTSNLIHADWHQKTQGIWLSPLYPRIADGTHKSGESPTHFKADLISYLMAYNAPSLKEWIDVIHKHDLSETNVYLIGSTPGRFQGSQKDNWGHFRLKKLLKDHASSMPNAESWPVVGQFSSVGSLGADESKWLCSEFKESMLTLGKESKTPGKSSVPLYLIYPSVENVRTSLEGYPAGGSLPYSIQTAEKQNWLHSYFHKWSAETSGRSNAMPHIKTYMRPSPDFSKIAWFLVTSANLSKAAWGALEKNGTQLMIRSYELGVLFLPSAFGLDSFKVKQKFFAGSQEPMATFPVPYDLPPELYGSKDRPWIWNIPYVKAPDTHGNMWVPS
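AlphaScreen read-out: signal falls as enzyme removes the 3' tyrosine-FITC from a 5'-biotinylated DNA oligo (15 nM, 5 min, RT). Enzyme was E. coli-made recombinant Tdp1 at 1 nM, exposed to compound for 15 min beforehand; beads 10 ug/ml, 10 min.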
Numbers without * were called inactive; ? = inconclusive; / = no result given; & = joins results of further samples; ! = a repeat was not active; [ ] = dose if it differs, or a comment. Calls come from the whole dose curve; as a rule, active = well fitted curve in the direction sought with a large enough effect; inconclusive = small, poorly fitted or top-dose-only effect, or another doubt; inactive = no such curve, though single readings can be large; an effect the other way counts as inactive or inconclusive. % is set by controls: 0 for no effect and ±100 for the full control effect; potency is the fitted concentration of half-maximal effect.

SMILES	DT40 TDP1 no CPT	TDP1 cell CPT	TDP1 block
NC(=S)N/N=C/c1ccccc1OC(=O)c1cc2ccccc2oc1=O	6.5µM*	?	4%
O=C(NNC(=O)c1ccc([N+](=O)[O-])cc1)c1ccc(F)cc1	8%	1%	/
CCCCCCCCCCCCN1[C@@H](CC(=O)OC)c2cc(F)ccc2S1(=O)=O	10µM*	?	/
O=C(O)c1ccc(CSc2nnc(SCc3ccccc3)s2)cc1	-28%	1%	7%
CCc1ccc(CNC(=O)CCSCc2ccccc2F)cc1	-3%	8%	-3%
N#CCCn1c(=O)c(-c2ccccc2)nc2cnc(Nc3ccccc3)nc21	-3%	4%	/
Cc1ccc(C(C(=O)Nc2ccc(C(C)C)cc2)N(C)C(=O)c2ccc(=O)[nH]c2)cc1 (centres undefined)	18µM*	-10%	0%
COc1ccc(C(=O)OCC(=O)NC(=O)NC2CCCC2)c(O)c1	-8%	7%	5%
COc1ccc2nc(Cl)c(C3CC(c4ccco4)=NN3C(=O)CCC(=O)O)cc2c1 (centres undefined)	-6%	12%	-3%
COC(=O)c1sccc1NC(=O)c1ccccc1Br	-19%	-1%	/
CC(=O)CC(=O)Nc1nc(C)cc(C)n1	-2%	2%	0%
CCn1c(C)nc2cc(C#N)ccc21	0%	-7%	3%
CCOc1ccc2nc(S(N)(=O)=O)sc2c1	?	?	7%&8%
CCOc1ccc(C2C(C#N)=C(N)Oc3n[nH]c(C)c32)cc1OC(=O)C1CC1 (centres undefined)	-17%	-12%	2%
Cc1cc(C2C(=O)C(C(=O)c3ccc(Cl)cc3)C(=O)CC2(C)C)on1 (centres undefined)	3%	-6%	-1%
COc1ccc(CCN2C(=O)c3oc4ccc(F)cc4c(=O)c3C2c2ccc(C(C)(C)C)cc2)cc1 (centres undefined)	3.3µM*	?	3%
N#C/C(=C/c1cccs1)c1nc2ccccc2[nH]1	?	?	?
c1ccc(CCSc2ncnc3nc[nH]c23)cc1	8.2µM*	16µM*	5%
O=C(Oc1ccc(C(=S)N2CCOCC2)cc1)c1ccccc1	-15%	11%	5%
O=C(Cc1c(F)cccc1Cl)NNC(=S)Nc1ccc(S(=O)(=O)Nc2ncccn2)cc1	19%	-1%	-2%
O=C(CSc1nccn(-c2ccc(Br)cc2)c1=O)Nc1ccccc1F	-13%	-12%	/
CC1CCc2sc(C(=O)OCC(=O)NCc3ccccc3)cc2C1 (centres undefined)	18µM*	21µM*	-3%
CCCCC12CN3CCN(CC(C3)/C1=N\NC(=O)Nc1ccccc1)C2	-9%	3%	-3%
COc1ccc2cc(CO)n(C)c2c1	?	8.2µM*	4%
COc1cc(NC(=O)CCc2nc(-c3cccs3)no2)cc(OC)c1OC	?	?	5%&6%

Retrieved by structure from above, 3 records:
SMILES	DT40 TDP1 no CPT	TDP1 cell CPT	TDP1 block
COc1ccc(CCN2C(=O)c3oc4ccc(F)cc4c(=O)c3C2c2ccc(C(C)(C)C)cc2)cc1 (centres undefined)	3.3µM*	?	3%
O=C(Oc1ccc(C(=S)N2CCOCC2)cc1)c1ccccc1	-15%	11%	5%
CCOc1ccc2nc(S(N)(=O)=O)sc2c1	?	?	7%&8%

Remaining list, next part.
SMILES	DT40 TDP1 no CPT	TDP1 cell CPT	TDP1 block
COc1ccccc1Oc1ccc(S(=O)(=O)Nc2cccnc2)cc1	?	?	2%
Cc1nc2ccccc2n1CC(=O)c1ccc(O)c(O)c1	-14%	-14%	/
CCCC(=O)Nc1c(-c2cccc(OC)c2)c(=O)c2ccccc2n1C	-24%	?	/
C/C(CC(=O)N1CCN(C=O)CC1)=N\NC(=O)c1cc2ccccc2cc1O	-4%	5%	6%
Oc1ccc(Br)cc1CNn1cnnc1	-10%	0%	-4%
CC(C)(C)OC(=O)NCCCC[C@H](NC(=O)c1nc[nH]c1C(=O)N1CCN(C(=O)OC(C)(C)C)CC1)C(=O)OC(C)(C)C	23µM*	?	8%
COc1ccccc1CNCc1ccc(C)cc1	0%	?	/
CCN(CC)C(=O)N1CCN(C)CC1	?	1µM*!	6%[56.1 µM]
COC(=O)COc1ccc(S(=O)(=O)N2CCN(c3ccc(OC)cc3)CC2)cc1	-14%	13%	-4%
O=C(c1ccccc1Cl)N(Cc1ccco1)Cc1ccco1	15µM*	21µM*	12%
CN(Cc1ccc(Cl)c(Cl)c1)C(=O)c1ccccc1SCC(=O)N1CCCC1	21µM*	?	4%
O=C(NC1CCCCC1)C1CCN(S(=O)(=O)N2CCCCCC2)CC1	-9%	2%	4%
CCOC(=O)c1c(C)[nH]c(C(=O)OCC(=O)N(C)C2CCS(=O)(=O)C2)c1C (centres undefined)	5%	4%	4%
c1ccc(-n2ncc3c(N4CCN(c5ccccn5)CC4)nc(N4CCCCCC4)nc32)cc1	-25%	-28%	-2%
CC(C)(C)NS(=O)(=O)c1ccc2[nH]c3c(c2c1)CCCCC3	?	?	/
O=C(N/N=C/c1cc(Cl)ccc1O)c1ccc(Br)cc1	5.8µM*	5.2µM*	-14%
CCC(C)NC(=O)c1sc2nc(C)c(C(=O)Nc3ccc(Cl)cc3)c(-c3ccc(Br)cc3)c2c1N (centres undefined)	21µM*	?	3%
CCOc1ccc(CN(C)CC(=O)NCc2ccc(F)cc2)cc1	21µM*	?	/
COC(=O)C(NC(C)=O)(Nc1cccc(C)n1)C(F)(F)F (centres undefined)	2%	11%	5%
CC1CCN(c2ccc(/C=N\Nc3nncn3N)cc2[N+](=O)[O-])CC1	?	-17%	12%
COC(=O)Cc1c(C)nc(SCc2ccccc2)[nH]c1=O	?	-16%	/
COc1ccc(NC(=O)c2cnc(N3CCOCC3)c3ccccc23)cc1OC	?	?	4%
CC(=O)N1CCN(c2ccc(S(=O)(=O)NCCN(C(C)C)C(C)C)cc2[N+](=O)[O-])CC1	?	11%	3%
CCC(C)CCN1C(N(C)C)=NC[C@@H]1C (some centres undefined)	8%	5%	-4%
O=S(=O)(c1cnc[nH]1)N1CCN(c2ccccc2)CC1	-1%	-19%	4%
SMILES	DT40 TDP1 no CPT	TDP1 cell CPT	TDP1 block
O=C(CCNC(=O)c1ccc(Cl)cc1)NC1CCCc2ccccc21 (centres undefined)	5%	?	0%[56.1 µM]
Oc1ccc(-c2nccc(-c3ccc(Cl)cc3)n2)cc1	?	?	5%
Cc1ccc(NC(=O)C2CC(=O)n3ncnc3N2)cc1C (centres undefined)	-2%	-5%	-2%
O=C(O)c1ccccc1C(=O)c1ccc(N2CCCC2)c([N+](=O)[O-])c1	15%	7%	2%
COc1cc2c(NCCCCCO)ncnc2c(OC)c1OC	?	-20%	/
COc1ccc(NC(=S)c2ccc(N(C)C)cc2)cc1	-26%	?	2%
NCCCCCC(=O)N/N=C/c1ccc2nccnc2c1	-23%	-20%	3%
COC(=O)CN(n1cnnc1)S(=O)(=O)c1ccccc1	-17%	-20%	-5%
CCc1ccc(OCC(=O)NC(C)(C)C)cc1	-1%	-8%	0%
CCNC(=O)C1(C)CCN(Cc2ccc(-c3ccccc3)cc2)C1 (centres undefined)	21µM*	?	/
CCC(=O)Nc1ccc(CC)cc1-c1nc2ccccc2n(CC(=O)Nc2cccc(Cl)c2)c1=O	?	21µM*	6%
CC1(C)CC(=O)C2=C(C1)OC(N)=C(C#N)C2c1cc2c(cc1[N+](=O)[O-])OCO2 (centres undefined)	?	?	5%
NS(=O)(=O)c1ccc(NC(=O)Nc2ccc(C(F)(F)F)cc2)cc1	18µM*	?	0%
COc1ccc2oc(C(=O)NCC(Cc3ccccc3)N(C)C)c(C)c2c1 (centres undefined)	-73%	-54%	0%
COc1cc2cc(CN(Cc3cccnc3)C(=O)NCc3ccccc3)c(=O)[nH]c2cc1OC	?	?	-4%
O=C(Nc1ccc(Br)cc1Cl)NC1CC1	-2%	7%	0%
O=C(NCc1cn2ccccc2n1)c1ccccc1	0%	-12%	4%
COc1ccc(N(CC(=O)Nc2cc(Cl)ccc2OC)S(=O)(=O)c2c(C)noc2C)cc1	4.1µM*	3.3µM*	0%
O=C(Cn1c2ccccc2c2nc3n(c(=O)c21)CCCS3)Nc1ccccc1	?	13µM*	5%
O=C1NC[C@H](CCCCN2CCN(CC3CCCCC3)C(=O)C2=O)N(CCC2CCCCC2)C1=O	-16%	-7%	/
COc1ccc(-n2c(=O)cnc3cnc(N4CCN(C)CC4)nc32)cc1	2%	3%	/
Cc1noc(C)c1COc1ccccc1C(=O)N(C)CC(=O)Nc1ccc(F)c(F)c1F	7%	13%	1%[56.1 µM]
Clc1ccc(CSc2nncn2-c2ccc3c(c2)OCCO3)cc1	5.8µM*	2.6µM*	-4%
Cc1cc(C)c(C#N)c(SC2CCCCC2=O)n1 (centres undefined)	-7%	-7%	0%
Cc1csc(NC(=O)c2cc([N+](=O)[O-])cc([N+](=O)[O-])c2)n1	23µM*	?	-8%
O=C(CN1C(=O)NC2(CCOc3ccccc32)C1=O)Nc1ccc(F)c(F)c1F (centres undefined)	-21%	1%	5%
Cc1c(NC(=O)Cc2ccc(Cl)cc2)cccc1-c1nc2cccnc2s1	16µM*	?	1%
CCc1nc(Nc2ccc(F)c(Cl)c2)c2c3c(sc2n1)CCCC3	5.8µM*	5.8µM*	/
COc1c(Cl)cc(Cl)cc1C(=O)n1nc(C)cc1C	-11%	-2%	3%[56.1 µM]
Cc1ccc(NC(=O)c2ccc3c(c2)NC(=O)c2ccccc2S3)c(Cl)c1	3.3µM*	3.7µM*	0%

In the list so far, 22 contain four or more nitrogen atoms:
SMILES	DT40 TDP1 no CPT	TDP1 cell CPT	TDP1 block
N#CCCn1c(=O)c(-c2ccccc2)nc2cnc(Nc3ccccc3)nc21	-3%	4%	/
CCOc1ccc(C2C(C#N)=C(N)Oc3n[nH]c(C)c32)cc1OC(=O)C1CC1 (centres undefined)	-17%	-12%	2%
c1ccc(CCSc2ncnc3nc[nH]c23)cc1	8.2µM*	16µM*	5%
O=C(Cc1c(F)cccc1Cl)NNC(=S)Nc1ccc(S(=O)(=O)Nc2ncccn2)cc1	19%	-1%	-2%
CCCCC12CN3CCN(CC(C3)/C1=N\NC(=O)Nc1ccccc1)C2	-9%	3%	-3%
C/C(CC(=O)N1CCN(C=O)CC1)=N\NC(=O)c1cc2ccccc2cc1O	-4%	5%	6%
Oc1ccc(Br)cc1CNn1cnnc1	-10%	0%	-4%
CC(C)(C)OC(=O)NCCCC[C@H](NC(=O)c1nc[nH]c1C(=O)N1CCN(C(=O)OC(C)(C)C)CC1)C(=O)OC(C)(C)C	23µM*	?	8%
c1ccc(-n2ncc3c(N4CCN(c5ccccn5)CC4)nc(N4CCCCCC4)nc32)cc1	-25%	-28%	-2%
CCC(C)NC(=O)c1sc2nc(C)c(C(=O)Nc3ccc(Cl)cc3)c(-c3ccc(Br)cc3)c2c1N (centres undefined)	21µM*	?	3%
CC1CCN(c2ccc(/C=N\Nc3nncn3N)cc2[N+](=O)[O-])CC1	?	-17%	12%
CC(=O)N1CCN(c2ccc(S(=O)(=O)NCCN(C(C)C)C(C)C)cc2[N+](=O)[O-])CC1	?	11%	3%
O=S(=O)(c1cnc[nH]1)N1CCN(c2ccccc2)CC1	-1%	-19%	4%
Cc1ccc(NC(=O)C2CC(=O)n3ncnc3N2)cc1C (centres undefined)	-2%	-5%	-2%
NCCCCCC(=O)N/N=C/c1ccc2nccnc2c1	-23%	-20%	3%
COC(=O)CN(n1cnnc1)S(=O)(=O)c1ccccc1	-17%	-20%	-5%
CCC(=O)Nc1ccc(CC)cc1-c1nc2ccccc2n(CC(=O)Nc2cccc(Cl)c2)c1=O	?	21µM*	6%
COc1cc2cc(CN(Cc3cccnc3)C(=O)NCc3ccccc3)c(=O)[nH]c2cc1OC	?	?	-4%
O=C(Cn1c2ccccc2c2nc3n(c(=O)c21)CCCS3)Nc1ccccc1	?	13µM*	5%
O=C1NC[C@H](CCCCN2CCN(CC3CCCCC3)C(=O)C2=O)N(CCC2CCCCC2)C1=O	-16%	-7%	/
COc1ccc(-n2c(=O)cnc3cnc(N4CCN(C)CC4)nc32)cc1	2%	3%	/
Cc1csc(NC(=O)c2cc([N+](=O)[O-])cc([N+](=O)[O-])c2)n1	23µM*	?	-8%

Not a hit list, and some 18% of all compounds hit somewhere here.
